SDO1 yeast rescue: growth rescue of sdo1-depleted yeast, primary screen, S. cerevisiae, bone marrow failure model; S. cerevisiae sdo1-depleted JHY4D growth rescue, OD600 30 h; stronger effect = higher value; pdr5 snq2 efflux-pump mutant strain; z-score at 10 µM; 140,000 compounds, 0.21% hits;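 active = z-score above 3 at both the 24 hr and the 30 hr optical density reads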;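 note: z-score against mean and SD of all compound wells on the same plate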
Insulin prom inh: inhibitors of insulin promoter-driven GFP, primary screen, imaging, TRM-6 cells (human fetal islet line), eGFP reporter, cell count | reporter expression induced with tamoxifen | inhibition, % at 2 µM | 130,000 compounds, 0.9% hits | AID 1273, 2008;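 active = inhibition above the mean plus 3 SD, with well images judged a real hit on visual review, cut at about 60% in these data, passing the limit was not always enough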
SDO1 yeast rescue Rescue 24 h: further read-out of SDO1 yeast rescue, marked with its call; z-score; S. cerevisiae sdo1-depleted JHY4D growth rescue, OD600; measured here: growth rescue at 24 h;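 0 is the plate mean of compound wells and units are plate SD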
* = called active by the depositor; . = not tested or not shown.

SMILES	SDO1 yeast rescue	SDO1 yeast rescue Rescue 24 h	Insulin prom inh
CCOC(=O)N1CCN(CCC(=O)c2ccc(Cl)cc2)CC1	-0.84	-1.06	50.0
Cc1ccc(Nc2ncnc3sc(C)c(C)c23)cc1	-1.06	-0.85	56.2
CCc1ccc(N2CC34C=CC(O3)C(C(=O)OC(C)C)C4C2=O)cc1 (stereo not drawn)	1.01	1.02	.
OCCNc1nc(N2CCN(Cc3ccccc3)CC2)nc2ccccc12	-0.42	-0.6	-24.2
O=C(CCC(=O)NNC(=O)COc1ccc(Br)cc1Br)NCc1ccccc1	.	.	53.3
CCOC(=O)c1ccc2c(c1)NC(=O)C(N1CCN(c3ccc(OC)cc3)CC1)S2 (stereo not drawn)	-0.37	0.9	.
CCOC(=O)c1nn(-c2ccc(OC)cc2)c(=O)c2c(N)scc12	-1.1	-0.97	29.2
O=C(CSc1nc2ccccc2c(=O)n1CCCO)N1CCc2ccccc21	-1.29	-0.81	.
Cc1cccc(CSc2ncc(CO)n2C)c1	1.14	1.05	-9.1
CCNC(=S)N1CCN(CC(=O)Nc2ccc(Br)cc2)CC1	1.13	1.05	.
CCOc1ccc(N2CC(C(=O)Nc3ccccc3F)CC2=O)cc1 (stereo not drawn)	0.73	0.73	0.0
Cc1ccc(S(=O)(=O)N(C)Cc2nc(-c3ccncc3)no2)cc1	-0.12	-0.25	7.9
COC(=O)c1cc(S(=O)(=O)N2CCC(C)CC2)ccc1F	0.33	0.25	50.0
c1ccc2[nH]c(SN3CCOCC3)nc2c1	0.95	-0.02	-21.1
CS(=O)(=O)N1CCc2cc(S(=O)(=O)Nc3ccc4c(c3)OCCO4)ccc21	1.33	1.77	-7.1

Seven entries from above in a different format.
Values in the order: SDO1 yeast rescue	SDO1 yeast rescue Rescue 24 h	Insulin prom inh
CCOC(=O)N1CCN(CCC(=O)c2ccc(Cl)cc2)CC1
 : -0.84	-1.06	50.0
Cc1ccc(Nc2ncnc3sc(C)c(C)c23)cc1
 : -1.06	-0.85	56.2
CCc1ccc(N2CC34C=CC(O3)C(C(=O)OC(C)C)C4C2=O)cc1 (stereo not drawn)
 : 1.01	1.02	.
OCCNc1nc(N2CCN(Cc3ccccc3)CC2)nc2ccccc12
 : -0.42	-0.6	-24.2
O=C(CCC(=O)NNC(=O)COc1ccc(Br)cc1Br)NCc1ccccc1
 : .	.	53.3
CCOC(=O)c1ccc2c(c1)NC(=O)C(N1CCN(c3ccc(OC)cc3)CC1)S2 (stereo not drawn)
 : -0.37	0.9	.
CCOC(=O)c1nn(-c2ccc(OC)cc2)c(=O)c2c(N)scc12
 : -1.1	-0.97	29.2

Other structures.
SMILES	SDO1 yeast rescue	SDO1 yeast rescue Rescue 24 h	Insulin prom inh
COc1ccc(-n2c(CNC(=O)COc3ccc(Cl)cc3)n[nH]c2=S)cc1	.	.	35.0
CCN(CC)S(=O)(=O)c1cccc(-c2n[nH]c(=S)n2C)c1	.	.	-20.0
CCN(c1ccccc1)S(=O)(=O)c1cccc(C(=O)NCC(c2cccs2)N(C)C)c1 (stereo not drawn)	.	.	40.0
CC(C(=O)N1CCN(C)CC1)N1C(=O)c2ccccc2C1=O (stereo not drawn)	0.33	-0.04	2.7
CC1=CC(c2ccccc2)n2nc(NS(=O)(=O)c3ccc(C)cc3)nc2N1 (stereo not drawn)	0.57	0.04	.
COC(=O)c1cc(=O)nc2scc(C)n12	2.15	1.39	-5.0
C=CCN1C(=O)C(Cc2ccc(OC)cc2)SC1=Nc1ccc(C(=O)O)cc1 (stereo not drawn)	-0.22	-0.88	29.6
COc1ccc(OC)c(NC(=O)[C@@H]2CCCN2C(=O)c2cccs2)c1	1.15	1.17	-15.4
CCOC(=O)Cn1c2c(c(=N)c3c1CCC3)CCCC2	0.99	0.11	-13.3
CCCCC(O)(C(NC=O)C(=O)OC)C(F)(F)F (stereo not drawn)	0.63	0.48	-5.6
Oc1ccc(/C=C/c2ccc3ccccc3n2)cc1	.	.	-86.7
CN(CCc1ccccn1)Cc1ccc(Cl)cc1Cl	0.14	-1.11	-18.8
COc1ccc(NC(=O)C2CCN(c3cc(C)nc(-c4ccccc4)n3)CC2)cc1	-0.14	-0.69	-7.1
COc1cccc(-c2csc(N3CCN(C(=S)Nc4ccc(Cl)cc4)CC3)n2)c1	-0.32	-0.22	.
Cc1noc(C)c1CSc1cc(C)c2ccccc2n1	0.05	0.46	-15.2
CCNC(=O)/C(=C\c1ccccc1)NC(=O)/C=C/c1ccccc1	0.65	0.07	16.2
CCOC(=O)C1=C(N)OC2=C(C(=O)CCC2)C1c1cccnc1 (stereo not drawn)	1.13	1.48	.
CC(=O)Nc1ccc(Oc2cc(C#N)c(C#N)cc2N2CCOCC2)cc1	-0.34	-0.94	-7.1
CCOC(=O)c1c(NC(=O)CSc2nncs2)sc(C)c1-c1ccccc1	-0.58	-0.16	-8.1
O=S(=O)(c1ccc(Cl)cc1)N1CCCC1c1nc(-c2ccc(Cl)cc2)no1 (stereo not drawn)	-1.24	-1.28	-12.5
O=C(CCCc1nc(-c2ccccc2)no1)Nc1cccnc1	-0.35	-0.64	.
CCN(CC)S(=O)(=O)c1cc(NC(=O)CSc2nnc(-c3cccs3)o2)ccc1C	0.64	0	.
CCN(CC)S(=O)(=O)c1ccc(OC)c(NC(=O)c2cc([N+](=O)[O-])ccc2Cl)c1	-0.63	-0.31	0.0
O=C(CN1CCN(c2ccccc2F)CC1)Nc1nnc(C(F)(F)F)s1	.	.	20.9
O=C(COC(=O)CCCCCN=C1NS(=O)(=O)c2ccccc21)Nc1ccc(Cl)c(Cl)c1	0.35	0.39	-92.9
O=C(c1cccnc1NCc1ccc(F)cc1)N1CCOCC1	2.27	1.94	-11.1
CCC(=O)N/N=C/c1ccc(-c2ccc([N+](=O)[O-])cc2)o1	.	.	28.6
CN(C)c1ccc(/C=C2/SC(=O)N(CCN=C3NS(=O)(=O)c4ccccc43)C2=O)cc1	-0.89	0.09	.
Cc1c(C(=O)OCC(=O)N2CC(=O)Nc3ccccc32)oc2ccccc12	-0.24	-0.41	-2.7
O=S(=O)(c1cccc2nsnc12)N1CCN(C/C=C/c2ccccc2)CC1	-0.99	-0.58	.
COc1ccc(C)cc1NC(=O)C1CCCN(S(=O)(=O)c2cnc[nH]2)C1 (stereo not drawn)	1.22	1.54	.
CCc1ccc(-c2nc(CN3CCC(C(=O)NCCN(CC)c4ccccc4)CC3)c(C)o2)cc1	-2.32	-1.58	.
O=C(O)c1cc(S(=O)(=O)NCc2ccco2)c(Cl)cc1Cl	0.42	0.3	.
CCOC(=O)c1cnc2c(-c3ccccc3OC)c(C)nn2c1C	.	.	-79.0
C/C(=N\NC(=O)c1nn(C)cc1Br)c1cccc(NC(=O)C2CCCC2)c1	0.38	-0.32	.
CCOC(=O)N1CCN(C(=O)CCCn2c(=S)[nH]c3ccc(Br)cc3c2=O)CC1	0.83	0.97	-71.4
CCCCSc1nc(O)c(C2OC(=O)c3c2ccc(OC)c3OC)c(=O)n1C (stereo not drawn)	-1.5	-0.18	14.3
O=C(c1ccc(COc2ccc(F)cc2)o1)n1cccn1	-1.35	-0.24	.
CC(C)(C)n1nc2c(c1NC(=O)Cc1cccc3ccccc13)CS(=O)C2 (stereo not drawn)	1.43	2.17	.
CC(C)(CNc1ccc([N+](=O)[O-])cc1C#N)N1CCOCC1	.	.	-11.1
O=C(Nc1ccccc1Br)C(=O)N1CCCC1	-0.36	-0.94	43.8
Cc1ccc(N=Cc2c(O)n(-c3nccs3)c(=O)c3ccccc23)c(C)c1	-0.53	0.04	-59.2
CCCc1cc(NCC2CCCO2)n2c(nc3ccccc32)c1C#N (stereo not drawn)	-0.77	0.66	-20.7
N#Cc1ccsc1NC(=O)COc1ccc(-c2nnco2)cc1	-1.48	-1.41	65.2*
O=C(O)CNS(=O)(=O)c1cccc2nsnc12	0.41	0.17	45.8
COc1ccc(/C=C/C(=O)OCC(=O)Nc2ccc(Cl)cc2F)cc1S(=O)(=O)N1CCOCC1	0.55	0.07	-3.3
Cc1cc(C)n(C(=O)Cn2nc(C(F)F)cc2C)n1	1.15	0.74	-100.8
O=C(Oc1ccc(C(=S)N2CCOCC2)cc1Br)c1ccccc1F	-0.76	-0.07	8.1
COCCSc1ccccc1C(=O)NCc1ccco1	0.64	0.13	13.5
O=c1c(C/C=C/c2ccccc2)c(O)ccn1Cc1ccc(Cl)cc1Cl	.	.	20.0
CC(=O)Nc1ccc(C(=O)OCc2ccccc2Cl)cc1	-0.41	-0.1	.
C=CCn1c(=NC(=O)c2ccco2)sc2cc(C(=O)OCC)ccc21	-1.32	-1.58	.
COc1ccc(-c2nn[nH]n2)cc1OC	0.59	-0.33	6.2
CCN(CC)S(=O)(=O)c1ccc2c(c1)nc(SCC(=O)NC1CC1)n2-c1ccccc1OC	0.95	0.87	-3.7
Cc1ccnc(NC(=O)C(C)N2C(=O)c3ccccc3C2=O)c1 (stereo not drawn)	.	.	23.5
N/C(Cc1ccc([N+](=O)[O-])cc1)=N\OC(=O)c1ccc2ccccc2c1	-2.7	-2.14	8.7
COc1cccc(NC(=O)N(C2CCCCC2)C(C)c2cccs2)c1 (stereo not drawn)	-1.43	-0.06	-20.0
CCCc1nc(Nc2nc3ccccc3o2)nc(C)c1C(=O)OCC	-1.09	-0.31	-0.1
COc1ccccc1NC(=O)CC1Nc2ccccc2NC1=O (stereo not drawn)	0.54	0.28	70.4
Cc1cccc(N2CN=c3s/c(=C\c4ccncc4)c(=O)n3C2)c1	-0.38	0.13	-69.6

Following part.
SMILES	SDO1 yeast rescue	SDO1 yeast rescue Rescue 24 h	Insulin prom inh
Oc1cc2c(cc1CN1CCN(c3cccc(C(F)(F)F)c3)CC1)CCC2	-1.99	-1.57	-81.6
Cc1ccc(S(=O)(=O)N2CCC(C(=O)N3CCC(C(=O)NCc4cccnc4)CC3)CC2)cc1	0.64	0.6	22.9
CN(C)c1ccc(NC(=S)NC(=O)/C=C/c2ccc(Cl)cc2)cc1	-0.5	0.92	-55.6
CCN(CC)S(=O)(=O)c1ccc2nnn(O)c2c1	.	.	25.9
Cc1ccc(NC(=O)c2oc(=O)c3ccccc3c2-c2ccccc2)c(C)c1	-1.16	-0.73	-23.1
O=C(COC(=O)C1(c2ccc(Cl)cc2)CCCC1)NC1CCS(=O)(=O)C1 (stereo not drawn)	-0.03	0.27	7.9
O=C(O)c1nn2c(c1Br)NC(c1ccccc1)CC2C(F)(F)F (stereo not drawn)	1.4	1.83	.
COc1cccc(NC(=S)/C(=C(\[O-])c2ccc([N+](=O)[O-])cc2)[n+]2ccccc2)c1	.	.	33.3
COc1ccc2sc(N3C(=O)CC(Cc4cccc(C)c4)C3=O)nc2c1 (stereo not drawn)	1.65	0.85	.
CC/C(=N/O)C(=O)c1ccc(Br)cc1	.	.	-35.7
CCCCCn1c(CNC(C)=O)nc2ccccc21	1.3	2.7	-30.8
CCN(CCCn1c(SCC#N)nc2ccccc2c1=O)c1ccccc1	-1.41	-0.11	.
COc1cc(C2C(C(=O)OC(C)C)=C(C)Nc3[nH]c(=O)[nH]c(=O)c32)ccc1O (stereo not drawn)	-0.13	-0.71	54.2
O=C(NCc1nnc(SCC(=O)N2CCCc3ccccc32)o1)c1ccco1	.	.	-36.4
CC1CCCC(C)N1C(=O)c1cc(-c2cccs2)on1 (stereo not drawn)	-1.05	-1.03	.
Cc1ccc(NC2=NC3(CCCCC3)N=C(N)N2)c(C)c1	1.06	1.2	-9.5
N=C1/C(=C/c2cccn2Cc2ccc(F)cc2)C(=O)N=C2SC=CN12	.	.	52.9
Cc1ccc(C)c2[nH]c(=O)c(CN(Cc3ccco3)S(=O)(=O)c3ccc4c(c3)OCCO4)cc12	-1.15	-1.13	-13.9
O=C(O)c1ccc(-c2ccccn2)s1	.	.	33.3
COc1ccc(C(=O)NC(C)c2nnc(SCc3ccc(Cl)c(Cl)c3)n2C)cc1 (stereo not drawn)	-0.73	-1.25	-115.4
Cn1c(=O)[nH]c(=O)c2c1nc(Sc1ncccn1)n2CCCc1ccccc1	0.67	0.55	.
N#Cc1cnn(-c2nc3sc4c(c3c(=O)[nH]2)CCCC4)c1N	0.46	1.68	0.0
CC1=CCC2C(=O)N(c3ccc4ccccc4n3)C(=O)C2C1 (stereo not drawn)	-0.15	-0.35	-55.0
Cc1cc(C)c(N2CCN(S(=O)(=O)N3CCCCCC3)CC2)c(C)c1	-0.79	-0.42	3.9
Cc1nc([N+](=O)[O-])c(Br)n1CC(=O)c1ccc(Br)cc1	-1.82	-1.87	45.2
O=C(COC(=O)C1CC1)Nc1ncc(C(F)(F)F)cc1Cl	.	.	21.4
C=CCc1cccc2cc(C(=O)OCC(=O)c3ccccc3)c(=O)oc12	-1.21	-1.18	-185.7
O=C(CN1CCOCC1)Nc1ccccc1-c1ccccc1	-0.12	-0.36	.
O=C1OC(c2ccccc2)c2ccccc21 (stereo not drawn)	1.89	0.82	7.7
CCOC(=O)c1c(NC(C)=O)sc2c(OC(C)=O)cccc12	-0.4	0.24	.

Compounds from the list above that have a cyano group (6):
SMILES	SDO1 yeast rescue	SDO1 yeast rescue Rescue 24 h	Insulin prom inh
CC(=O)Nc1ccc(Oc2cc(C#N)c(C#N)cc2N2CCOCC2)cc1	-0.34	-0.94	-7.1
CC(C)(CNc1ccc([N+](=O)[O-])cc1C#N)N1CCOCC1	.	.	-11.1
CCCc1cc(NCC2CCCO2)n2c(nc3ccccc32)c1C#N (stereo not drawn)	-0.77	0.66	-20.7
N#Cc1ccsc1NC(=O)COc1ccc(-c2nnco2)cc1	-1.48	-1.41	65.2*
CCN(CCCn1c(SCC#N)nc2ccccc2c1=O)c1ccccc1	-1.41	-0.11	.
N#Cc1cnn(-c2nc3sc4c(c3c(=O)[nH]2)CCCC4)c1N	0.46	1.68	0.0

Screening results as filed in PubChem BioAssay.

These rows are one share of the data. The share of hits here may be higher or lower than overall.
